High-throughput results: PubChem BioAssay, National Center for Advancing Translational Sciences (NCATS)
PI4K2A block: PI4K2A (human) kinase inhibition | purified PI4K2A, ADP-Glo luminescence, 1 h; stronger effect = lower value | activity change, negative = inhibition, % at 76.9 µM | 420,000 tested, 0.13% active | AID 1346378; in the data active = activity change below about -50%; inconclusive = mostly about -30% to -49%;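 also: -100% = wells without enzyme as full effect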
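ADP-Glo luminescence measured ADP generated by PI4K2A enzyme (4 ug/mL before mixing) with 1.2 mM PI substrate (pre-mix) and 300 microM ATP (pre-mix). Tris pH7.5 buffer with MgCl2, Triton X-100; 1 h reaction at ambient temperature.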
D2 ag: agonists of human D2 dopamine receptor; 340,000 tested, 0.53% active; HEK293 T-REx D2 cells, calcium flux agonist mode; activation, % at 2 µM; P14416;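 active = activation over 3 SD above normal in the single-dose calcium agonist read, cut at about 30% in these data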; also: 0% is about no effect
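HEK293 Trex D2 cells, tetracycline-induced, o/n 30 C 5% CO2; no-wash Ca dye, RT 30–90 min; 10-cycle baseline, 23 nl cpd added, kinetic Ca read 180 s; agonist hits = positive Ca response.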
D2 antag: antagonizes the human D2 dopamine receptor; P14416; HEK293 TREx D2 cells, calcium flux, dopamine EC80; inhibition, % at 10 µM; 340,000 tested, 2% active; AID 485344; in the data active = inhibition above about 30%; also: 0% is about no effect
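Calcium mobilization kinetics were recorded at 1 s intervals in tetracycline-induced HEK293 T-REx D2 cells, first for 180 s after compound addition and then 180 s after EC80 dopamine.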
IDH1 R132H inh: inhibitors of human mutant IDH1 R132H; 390,000 tested, 0.093% active; O75874; IDH1-R132H enzyme, NADPH consumption, diaphorase/resazurin fluorescence; Potency, µM (highest dose often 76.6 µM), for inactives: at the highest dose activity change, negative = inhibition, hits mostly inhibitors; also: potency is read from the fitted curve at half-maximal effect; % is scaled to controls: 0 for no effect and ±100 for the full control effect; nearly all actives have a fitted effect of over 65% in size
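IDH1-R132H (0.5 ug/mL dispensed) in pH 7.5 Tris buffer was preincubated 30 min with compound, then given a substrate mix of 0.016 mM NADPH and 2 mM alpha-KG for 80 min at room temperature; remaining NADPH was read by diaphorase/resazurin fluorescence.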
TRHR enhancer: allosterically enhances the human TRH receptor; TRHR cells, fluo-8 calcium fluorescence, EC20 TRH enhancement; enhancement, % at 2 µM; 360,000 tested, 0.66% active; AID 493056; in the data active = enhancement above about 30%; also: 0% is about no effect
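TRHR-expressing cells loaded with fluo-8 calcium dye were read kinetically (ex 480/em 530) during compound addition, then stimulated with an EC20 of TRH (10 nM final). Enhancement of the Gq-mediated intracellular calcium response was scored.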
TrxR1 substrate: is turned over as a substrate by rat TrxR1 | O89049 | purified TrxR1 substrate turnover, NADPH consumption readout | Potency, µM (top dose mostly 114 µM), for inactives: at the highest dose activity change, negative = substrate turnover | 390,000 tested, 0.01% active | AID 588456; also: potency is read from the fitted curve at half-maximal effect; % is scaled to controls: 0 for no effect and ±100 for the full control effect; nearly all actives have a fitted effect of over 50% in size
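Rat TrxR1, dispensed at 90 nM, was prereduced with 400 uM NADPH (final) for 5 min at ~22 deg C, then incubated with compound 15 min before 400 uM selenite. A first-read NADPH fluorescence drop versus no-compound background flagged substrates.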
rTrxR1 inhibitor: rat TrxR1 inhibition | O89049 | recombinant rTrxR1, NADPH fluorescence consumption, selenite substrate | Potency, µM (top dose mostly 114 µM), for inactives: at the highest dose activity change, negative = inhibition, hits mostly inhibitors | 390,000 tested, 1% active | AID 588453; also: potency is read from the fitted curve at half-maximal effect; % is scaled to controls: 0 for no effect and ±100 for the full control effect; nearly all actives have a fitted effect of over 65% in size
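Rat TrxR1 (90 nM in the dispensed reagent) was pre-reduced with 400 uM NADPH for 5 min at room temperature, then incubated with compound for 15 min. After 400 uM selenite was added, NADPH fluorescence (Ex 340/Em 450 nm) was followed for 8 min.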
USP1 inh: USP1/UAF1 (human) deubiquitinase inhibition. O94782. recombinant USP1/UAF1, Ub-Rhodamine cleavage fluorescence. Potency, µM (doses to about 57.1 µM), for inactives: top-dose activity change, negative = inhibition, most hits filed as inhibitors. 390,000 tested, 0.23% active; also: potency is read from the fitted curve at half-maximal effect; % is scaled to controls: 0 for no effect and ±100 for the full control effect; nearly all actives have a fitted effect of over 60% in size; inactives centre near -12
Target sequence (O94782 whole entry, looked up): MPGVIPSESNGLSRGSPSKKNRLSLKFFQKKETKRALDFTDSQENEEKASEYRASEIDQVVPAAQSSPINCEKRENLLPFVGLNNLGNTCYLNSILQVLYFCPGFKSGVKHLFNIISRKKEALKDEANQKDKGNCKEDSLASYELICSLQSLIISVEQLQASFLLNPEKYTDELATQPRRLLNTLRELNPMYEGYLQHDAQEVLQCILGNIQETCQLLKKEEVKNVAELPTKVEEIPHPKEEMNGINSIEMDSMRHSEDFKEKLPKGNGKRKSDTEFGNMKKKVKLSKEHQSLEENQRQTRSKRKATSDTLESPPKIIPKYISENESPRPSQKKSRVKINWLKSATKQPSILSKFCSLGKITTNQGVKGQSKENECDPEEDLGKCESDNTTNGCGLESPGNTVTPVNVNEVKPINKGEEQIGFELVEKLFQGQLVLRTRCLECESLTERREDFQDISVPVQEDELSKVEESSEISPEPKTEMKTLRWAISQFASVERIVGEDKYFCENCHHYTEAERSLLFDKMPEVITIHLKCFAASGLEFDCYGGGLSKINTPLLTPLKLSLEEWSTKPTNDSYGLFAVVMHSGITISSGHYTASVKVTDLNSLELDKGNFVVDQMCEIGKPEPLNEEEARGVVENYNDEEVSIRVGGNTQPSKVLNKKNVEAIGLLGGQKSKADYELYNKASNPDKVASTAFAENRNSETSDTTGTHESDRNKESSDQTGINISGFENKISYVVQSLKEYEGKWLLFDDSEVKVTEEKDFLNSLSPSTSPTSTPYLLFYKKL
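USP1/UAF1 complex (1 nM) preincubated 15 min at room temperature with compound, then Ub-Rho substrate (150 nM final) added. Kinetic fluorescence at 480/540 nm over 6 reads at 60 s intervals; 50 mM HEPES pH 7.8, 0.5 mM EDTA, 0.1 mg/ml BSA, 1 mM TCEP, 0.01% Tween-20.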
TRHR ag: activates the human TRH receptor. 360,000 tested, 0.18% active. TRHR cells, calcium flux fluo-8, FDSS agonist mode. AID 493084. activation, % at 2 µM; in the data active = activation above about 30%; also: 0% is about no effect
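TRHR-expressing cells, plated overnight in medium with 10% serum, were loaded with fluo-8 calcium dye at room temperature. After a 10 s baseline, library compound was pin-added and calcium release was recorded kinetically (ex 480/em 530) as agonist response.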
The depositor's hits bear a star; u = inconclusive; x = no result given; [ ] = remark or other dose. Unless noted, calls follow the shape of the dose curve; as a rule, active = well fitted inhibition curve with a large enough effect; inconclusive = small, poorly fitted or top-dose-only effect; inactive = no such curve, though single readings can be large or run the other way.

SMILES | PI4K2A block | D2 ag | D2 antag | IDH1 R132H inh | TRHR enhancer | TrxR1 substrate | rTrxR1 inhibitor | USP1 inh | TRHR ag
CN(C)c1ccc(C(=O)/C=C/c2ccccc2)cc1 | -3 | 3.6 | -21 | 3% | -4 | 0% | 11% | -7% | -0.5
O=C(c1ccc2c(c1)N(Cc1cccc(Cl)c1)C(=O)c1ccccc1S2)N1CCOCC1 | -6 | -0.6 | x | 11% | -10 | 6%[57.1 µM] | 9%[57.1 µM] | -18% | 0.6
Cc1ccn2c(C(=O)CSc3ccccc3)c(C)nc2c1 | 7 | 1.4 | 0 | -8% | 3 | 1% | 16% | -5% | -0.2
CCC(CC)NCCOC(=O)c1ccc([N+](=O)[O-])cc1 | -2 | 0.9 | -21 | 5% | -2 | -2% | 1%[57.1 µM] | 7% | 0.7
CN(C)CCCNC(=S)N1CCC(c2nc3ccccc3[nH]2)CC1 | -3 | 0.4 | -10 | 1% | 27 | -9% | -17% | 0% | 0.5
CS(=O)(=O)N(CC(=O)NCc1ccccn1)c1ccc2c(c1)OCCO2 | 4 | 1.1 | -13 | 2% | 0 | 2%[57.1 µM] | 4%[57.1 µM] | -8% | 0.7
NS(=O)(=O)c1ccc(CCNC(=O)Cn2c(=O)c3cccn3c3ccc(F)cc32)cc1 | 3 | 0.6 | x | -13% | -3 | 0% | 21% | -13% | 0.4
C=CCNC(=S)/C(=C(/[O-])c1ccc([N+](=O)[O-])cc1)[n+]1ccccc1 | -3 | x | x | -4% | 7 | 5%[57.1 µM] | 14%[57.1 µM] | -6% | -0.1
CCOC(=O)c1csc(NC(=O)CN2CCN(C)CC2)n1 | -11 | -0.3 | 1 | 3% | 2 | 11% | 23% | 1% | 1.0
CN(C)/C=C/C(=O)c1ccc(-n2cccc2)cc1 | -9 | -1.7 | -5 | 0% | 2 | -5% | 9% | -24% | 0.5
Cc1ccccc1NC(=O)CC1C(=O)Nc2ccccc2N1CC(=O)N(C)C1CCS(=O)(=O)C1 (centres undefined) | -1 | -0.7 | -8 | -15% | 2 | 0% | -11% | -6% | 0.4
Cn1c(CCN2CCN(c3ccc(F)cc3)CC2)nc2cc(NC(=O)c3ccco3)ccc21 | 3 | x | x | 13% | 2 | -6% | -6% | -22% | -0.4
CO/N=C/C1CCN(c2ncc(C(F)(F)F)cc2Cl)C1=O (centres undefined) | 2 | -2.0 | 7 | -2% | -4 | 9%[57.1 µM] | 8%[57.1 µM] | u | 0.0
O=C(NCCc1cccc(Cl)c1)c1ccc(Cl)c([N+](=O)[O-])c1 | -1 | -2.1 | -4 | 4% | -10 | 9%[57.1 µM] | -2%[57.1 µM] | -13% | -1.3
CCOC(=O)C1=C(c2ccccc2)NC(SCC)=C(C#N)C1c1cccnc1 (centres undefined) | 1 | -0.9 | 7 | u | 13 | -4%[57.1 µM] | 4%[57.1 µM] | -15% | 0.6
O=C(c1cccs1)N1CCc2c([nH]c3ccccc23)C1c1ccc(Cl)cc1 (centres undefined) | 6 | 0.8 | 2 | -3% | -1 | 12%[57.1 µM] | 23%[57.1 µM] | -8% | -0.3
COC(=O)c1ccc(Cl)cc1NC(=O)N1CC(C)Oc2ccccc21 (centres undefined) | -1 | 0.2 | x | 6% | -7 | 5% | 27% | 5% | 0.0
COC(=O)c1ccc(CCc2cc(O)c(Br)cc2O)cc1 | 6 | x | x | 11% | x | 0% | 22µM* | -23% | x
O=C(Cn1cc([N+](=O)[O-])cn1)NCc1ccc(-n2cccn2)cc1 | 0 | 0.4 | -3 | 2% | 0 | -5%[57.1 µM] | 15%[11.4 µM] | 1% | 0.4
COc1ccc(CCNC(=O)CSc2nncs2)cc1 | -2 | 0.3 | -9 | 1% | -1 | 1% | 4% | -2% | 0.3
COc1ccc(CCn2c(C)cc(C(=O)CSc3nnnn3-c3ccccc3)c2C)cc1 | 3 | 1.2 | 3 | 2% | -6 | -3% | 7% | -6% | 1.9
CC(=O)Oc1ccc(/C=N/NS(=O)(=O)c2ccc(C)cc2)c(OC(C)=O)c1 | -1 | -0.5 | -17 | 2% | 2 | -1% | 10% | -9% | -0.2
O=C(NC1CCCCC1)c1ccccc1NC(=S)NC(=O)C1CC1 | -3 | 0.4 | 7 | 4% | 0 | -9% | -15% | 0% | 0.0
CC(C)(C)NC(=O)CSc1nc2ccc(Nc3nc(N4CCOCC4)nc(N4CCOCC4)n3)cc2s1 | 0 | -1.6 | -2 | u | 8 | 0% | 21% | -24% | 0.0
CCC1(CC)CNC(=O)NC1 | -9 | x | x | 0% | x | 2% | 16% | -22% | x
CC(C(=O)Nc1cc(C(F)(F)F)ccc1N1CCOCC1)N1C(=O)C2CCCCC2C1=O (centres undefined) | -11 | 0.0 | -20 | 2% | -4 | 6% | 12% | -9% | 0.2
CSc1ccccc1NC(=O)C1CCN(S(C)(=O)=O)CC1 | -6 | 1.1 | 6 | -6% | -2 | -10% | -5% | -1% | 0.2
CCOc1ccccc1N(CC(=O)NC1CCCC1)S(=O)(=O)c1ccc(C)cc1 | 0 | 0.8 | -8 | 5% | -8 | -6% | 10%[57.1 µM] | -25% | 20
Cc1ccc(/C=C/C(=O)NCc2ccncc2)cc1 | 4 | -0.7 | -12 | 3% | 3 | -12% | -16% | -5% | -1.6
Cc1ccc(S(=O)(=O)CCC(=O)NC2CCCCC2)cc1 | 3 | 0.0 | 0 | 5% | 5 | -3% | 1% | -12% | 0.4
O=C(NC(=S)Nc1nc(-c2ccccc2)cs1)c1cncc(Br)c1 | -1 | 2.1 | -1 | -4% | 0 | 5% | -3% | -12% | 4.8
c1ccc(OCCN2C3=NCCN3c3ccccc32)cc1 | 3 | -0.8 | 6 | 4% | 0 | 2% | -3% | -2% | 1.6
CCc1ccc(S(=O)(=O)c2cn(C)c3ccc(C)cc3c2=O)cc1 | 0 | -0.3 | x | 11% | 3 | 1% | 7% | -5% | -0.6
COC(=O)c1ccc(C23CC4(C2)[C@H](CN(Cc2ccc(-c5ccccc5)cc2)[C@@H]4c2ccccc2)C3c2ccc(C(F)(F)F)cc2)cc1 (some centres undefined) | -1 | 0.1 | 13 | -11%[38.3 µM] | 2 | -9% | -20% | u | 0.0
C(=C\c1ccccc1)/C=N/Nc1nc(N2CCCCC2)nc(N2CCCCC2)n1 | -8 | 0.1 | -17 | 0% | -2 | -2% | 0% | -10% | 0.9
COc1cccc(NC(=O)Cn2c(CCC(=O)O)ccc2-c2ccccc2)c1 | 5 | 0.9 | 4 | 4% | -7 | 9%[57.1 µM] | 15%[57.1 µM] | -14% | 0.6
Cc1nc(-c2ccc(Cl)cc2)sc1C1(C)CC(c2cccc(F)c2)=NO1 (centres undefined) | 3 | 0.1 | 30* | -9%[38.3 µM] | 0 | 3% | 26% | -19% | -0.2
O=C(CC1C(=O)NCCN1C(=O)Nc1ccc(C(F)(F)F)cc1)Nc1ccc(F)cc1 (centres undefined) | 4 | x | x | 0% | 3 | -13% | -14% | -2% | -0.5
CCOc1cc(-c2nnc(NC(=O)c3ccco3)o2)cc(OCC)c1OCC | 2 | -1.3 | -13 | -1% | 7 | -17% | -13% | -7% | -0.6
COc1ccc([C@@H]2C[C@@H](c3ccccc3)Oc3cc(OC)c(OC)c(OC)c32)cc1 | 0 | -0.3 | -2 | -1% | -6 | 8% | 30% | u | 0.3
CN(C)CCNC(=O)Nc1ccc(Cl)c(Cl)c1 | 10 | 0.4 | 0 | 3% | 2 | 0%[57.1 µM] | 2%[57.1 µM] | -11% | 0.9
CC(C)(C)OC(=O)N[C@@H](C(=O)OC(C)(C)C)c1ccccc1 | 0 | 0.3 | -1 | 2% | -5 | -10% | 1% | 19% | 0.2
C#CCOCCOCCOCCNc1nc(N2CCN(C(=O)[C@H](C)n3cc(CCC(=O)O)nn3)CC2)nc(N2CCN(C(=O)[C@H](CCCCN)n3cc(CCCC)nn3)CC2)n1 | -3 | x | x | -18% | x | 9% | 16% | -4% | x

Full records from above. Screens in order: PI4K2A block, D2 ag, D2 antag, IDH1 R132H inh, TRHR enhancer, TrxR1 substrate, rTrxR1 inhibitor, USP1 inh, TRHR ag
CCc1ccc(S(=O)(=O)c2cn(C)c3ccc(C)cc3c2=O)cc1 reads 0, -0.3, x, 11%, 3, 1%, 7%, -5%, -0.6
CC(C)(C)NC(=O)CSc1nc2ccc(Nc3nc(N4CCOCC4)nc(N4CCOCC4)n3)cc2s1 reads 0, -1.6, -2, u, 8, 0%, 21%, -24%, 0.0
CN(C)c1ccc(C(=O)/C=C/c2ccccc2)cc1 reads -3, 3.6, -21, 3%, -4, 0%, 11%, -7%, -0.5
CS(=O)(=O)N(CC(=O)NCc1ccccn1)c1ccc2c(c1)OCCO2 reads 4, 1.1, -13, 2%, 0, 2%[57.1 µM], 4%[57.1 µM], -8%, 0.7
COC(=O)c1ccc(Cl)cc1NC(=O)N1CC(C)Oc2ccccc21 (centres undefined) reads -1, 0.2, x, 6%, -7, 5%, 27%, 5%, 0.0
